Menin MLL FP TR – inhibitors of human menin-MLL interaction, mutant MLL peptide | O00255 | Menin + Texas Red MLL mutant peptide, fluorescence polarization | Potency, µM (top dose mostly 61.6 µM), inactives show at the highest dose FP activity change, negative = inhibition, hits mostly inhibitors | 270,000 tested, 0.23% active | AID 1768; active means well fitted inhibition curve with a large enough effect in the polarisation, with a control signal flat, not every such curve was filed as active; inconclusive means small, poorly fitted or top-dose-only effect, or effect the other way, or a change in a side signal; inactive means no such curve, though single readings can be large or run the other way; the % refers to the polarisation; further: potency means the concentration at half of the fitted maximal effect; % of control where 0% means no effect; many of its hits are not listed in these tables
Target sequence (O00255 whole entry, looked up): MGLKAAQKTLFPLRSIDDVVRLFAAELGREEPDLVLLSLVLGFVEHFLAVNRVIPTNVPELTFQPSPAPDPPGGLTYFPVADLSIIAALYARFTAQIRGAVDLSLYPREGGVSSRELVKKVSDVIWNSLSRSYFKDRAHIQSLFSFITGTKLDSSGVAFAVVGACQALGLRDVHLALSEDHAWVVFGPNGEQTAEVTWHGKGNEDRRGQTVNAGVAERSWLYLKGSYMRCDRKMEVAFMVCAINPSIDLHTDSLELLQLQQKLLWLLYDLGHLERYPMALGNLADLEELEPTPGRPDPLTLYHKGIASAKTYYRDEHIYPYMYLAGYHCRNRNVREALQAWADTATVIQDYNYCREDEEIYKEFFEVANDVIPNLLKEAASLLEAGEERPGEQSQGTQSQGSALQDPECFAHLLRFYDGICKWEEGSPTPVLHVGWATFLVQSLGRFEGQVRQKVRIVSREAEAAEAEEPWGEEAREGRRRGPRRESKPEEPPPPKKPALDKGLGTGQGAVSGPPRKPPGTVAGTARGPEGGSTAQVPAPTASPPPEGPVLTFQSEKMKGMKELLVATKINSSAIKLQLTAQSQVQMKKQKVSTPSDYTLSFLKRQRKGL
a7 integrin act – activators of alpha7 integrin expression for muscular dystrophy; alpha7betagal myoblasts, beta-gal FDG fluorescence, 48 h; Potency, µM (doses to about 38.3 µM), inactives show top-dose activation, usual class: activators; AID 624291; 350,000 tested, 0.064% active;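 further: potency means the concentration at half of the fitted maximal effect; 100% = response of the positive control SU9516; nearly all actives have a fitted effect of over 60% in size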
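Alpha7betagal+/- myoblasts (passage 13) were plated 16-24 hr, then exposed to compounds (1:260 dilution of DMSO stock) for 48 hours at 37C. After MPER lysis, β-galactosidase reporter activity was read as FDG fluorescence (ex 480/em 540) after 30 minutes.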
ASM inhibitor – blocks human secretory acid sphingomyelinase; P17405; placental ASM, HMU-PC fluorogenic substrate, 60 min; Potency, µM (highest dose often 57.5 µM), inactives show top-dose activity change, negative = inhibition, most hits filed as inhibitors; 340,000 tested, 0.006% active; AID 504937; further: potency means the concentration at half of the fitted maximal effect
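qHTS format. ASM enzyme prepared from human placenta hydrolyses the fluorogenic substrate HMU-PC0 (9 uM final) over 60 min at 37 °C after a 10 min compound preincubation.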
TSG101-PTAP inh – blocks PTAP/TSG101 interaction to inhibit HIV-1 budding; Fluorescence polarization, FITC-PTAP peptide / Tsg101 binding; Potency, µM (series often up to 115 µM), for inactives: at the top dose activity change, negative = inhibition, usual class: inhibitors; 340,000 tested, under 10 active; AID 493005; active means well fitted inhibition curve with a large enough effect in the main read-out, with a control signal flat, not every such curve was filed as active; inconclusive means small, poorly fitted or top-dose-only effect, or effect the other way, or a change in a side signal; inactive means no such curve, though single readings can be large or run the other way; further: potency means the concentration at half of the fitted maximal effect; % of control where 0% means no effect
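Steps: Tsg101 binding domain dispensed (10 uM final), compounds pinned in DMSO, FITC-labeled PTAP-motif peptide added (50 nM final); after 20 min binding at room temperature, polarization measured.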
MBNL1-CUG inh – MBNL1-poly(CUG) RNA binding inhibition. Q9NR56. 280,000 tested, 0.036% active. Potency, µM (series often up to 57.5 µM), inactives show top-dose activity change, negative = inhibition, actives largely listed as inhibitors. TR-FRET MBNL1-His/biotin-(CUG)12 binding, 665/545 ratio; active means well fitted inhibition curve with a large enough effect in the signal ratio, with a control signal flat, not every such curve was filed as active; inconclusive means small, poorly fitted or top-dose-only effect, or effect the other way, or a change in a side signal; inactive means no such curve, though single readings can be large or run the other way; the % refers to the signal ratio; further: potency means the concentration at half of the fitted maximal effect; on the % scale 0 is the no-effect control and ±100 the full control effect
Target sequence (Q9NR56 whole entry, looked up): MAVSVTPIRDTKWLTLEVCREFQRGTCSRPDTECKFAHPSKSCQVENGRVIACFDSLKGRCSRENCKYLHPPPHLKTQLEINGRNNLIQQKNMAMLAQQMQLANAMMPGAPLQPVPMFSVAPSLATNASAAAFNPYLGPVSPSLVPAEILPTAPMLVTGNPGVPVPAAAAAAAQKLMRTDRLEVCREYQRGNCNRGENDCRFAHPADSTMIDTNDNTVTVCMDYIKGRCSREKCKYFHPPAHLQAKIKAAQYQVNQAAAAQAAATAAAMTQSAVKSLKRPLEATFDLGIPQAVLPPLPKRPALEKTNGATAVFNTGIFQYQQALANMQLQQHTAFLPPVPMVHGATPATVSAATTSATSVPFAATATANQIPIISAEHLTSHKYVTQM
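His-tagged MBNL1 binding to biotinylated (CUG)12 RNA was measured by TR-FRET using terbium anti-His antibody (0.055 ng/ul final) and streptavidin-XL665 (5 nM final). Compounds were titrated 92 nM to 58 uM; 60 min at room temperature.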
MLL CXXC-DNA inh – blocks binding of human MLL CXXC domain to DNA. 290,000 tested, 0.037% active. MLL-CXXC / FITC-HOXA9 DNA fluorescence polarization. Potency, µM (titrated, usually from 115 µM), inactives show at the top dose activity change, negative = inhibition, actives largely listed as inhibitors. Q03164; active means well fitted inhibition curve with a large enough effect in the polarisation, with a control signal flat, not every such curve was filed as active; inconclusive means small, poorly fitted or top-dose-only effect, or effect the other way, or a change in a side signal; inactive means no such curve, though single readings can be large or run the other way; the % refers to the polarisation; further: potency means the concentration at half of the fitted maximal effect
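Fluorescence polarization: 7 uM MLL-CXXC (stock) preincubated 5 min with compounds, then 50 nM fluorescein-HOX-A9 DNA (stock) added; 30 min ambient. Buffer 50 mM Tris-HCl pH 7.5, 50 mM NaCl, 1 mM DTT, 0.05% BSA.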
Mito fusion yeast – blocks mitochondrial division or promotes mitochondrial fusion. S. cerevisiae fusion-defective mutant growth rescue, CellTiterGlo 48 h. Potency, µM (top dose mostly 46.1 µM), inactives show at the top dose growth rescue (activation), hits mostly activators. 320,000 tested, 0.23% active;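 further: potency means the concentration at half of the fitted maximal effect; % of control where 0% means no effect; nearly all actives have a fitted effect of over 45% in size; temperature-sensitive fusion mutants such as fzo1-1 at 37 °C on non-fermentable ethanol glycerol medium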
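Temperature-sensitive fusion-defective S. cerevisiae (e.g. fzo1-1, mgm1-5) were grown with compound in YPEG medium (3% ethanol, 3% glycerol) for 48 hours at 37C. Growth rescue was measured as viability by CellTiterGlo luminescence after 10 minutes at ambient.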
TCR activator – activators of T cell receptors. primary human leukocytes, anti-CD3, IL-2 HTRF, 48 h. Potency, µM (series often up to 9.22 µM), without a hit: at the top dose activation of IL-2 secretion, actives largely listed as activators. 330,000 tested, under 10 active. AID 504894; further: % of control where 0% means no effect
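IL-2 release read by HTRF sandwich (Eu cryptate donor, d2 acceptor, 665 nm emission) after 48 hr exposure of primary human leukocytes to compound together with anti-CD3 beads in the absence of co-stimulatory signals.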
TSHR antagonist – human thyrotropin receptor antagonism; 330,000 tested, 0.2% active; AID 504810; TSHR-expressing cells, TSH-stimulated cAMP HTRF, 2 h; active compounds read low; activity change, negative = inhibition, % at 11.5 µM;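 active means activity change below a set negative limit, meaning inhibition stronger than a set level, cut at about -70% in these data; inconclusive means activity change between two set negative limits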; further: on the % scale 0 is the no-effect control and ±100 the full control effect
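Competitive HTRF cAMP read-out (cryptate anti-cAMP antibody, cAMP-d2; 30 min, room temperature) in freshly harvested TSHR cells. Compounds added before TSH at EC80 (4nM final), followed by 2 hours' incubation at 37 deg C.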
AT treatment – potential ataxia-telangiectasia treatment | […] A-T fibroblasts, KAP-1 phosphorylation AlphaLISA; neocarzinostatin DNA damage 30 min before lysis | Potency, µM (doses to about 57.5 µM), without a hit: top-dose activation, hits mostly activators | AID 485349 | 320,000 tested, 0.19% active; further: potency means the concentration at half of the fitted maximal effect; % of control where 0% means no effect; nearly all actives have a fitted effect of over 45% in size
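hTERT-immortalized A-T patient fibroblasts ([…]), 500 cells/well in OPTI-MEM, 1% FBS, got compounds for 60 min, then NCS for 30 min at 37C. Lysates were then assayed for phospho-KAP-1 by AlphaLISA (anti-pKAP1 donor, anti-KAP1 acceptor beads), 6 hr at 25C.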
Active calls of the source: *; u = inconclusive; x = no result given; [ ] = remark or other dose. Unless noted, the call rests on the fitted dose curve; in most records, active means well fitted curve in the direction sought with a large enough effect; inconclusive means small, poorly fitted or top-dose-only effect, or another doubt; inactive means no such curve, though single readings can be large; an effect the other way counts as inactive or inconclusive.

SMILES	Menin MLL FP TR	a7 integrin act	ASM inhibitor	TSG101-PTAP inh	MBNL1-CUG inh	MLL CXXC-DNA inh	Mito fusion yeast	TCR activator	TSHR antagonist	AT treatment
Cc1ccsc1C1C(C#N)=C(N)OC2=C1C(=O)CCC2 (configuration not stated)	8%	0%	-2%	-1%	3%	25%	-10%	-7%	4	-2%
Cc1ccc(S(=O)(=O)N2CCN(C(=O)COC(=O)CCc3ccccc3)CC2)c(C)c1	x	u	1%	0%	x	x	6%	x	21	4%
CCc1cc(=O)oc2cc(OCc3nn[nH]n3)ccc12	u	-6%	14%	-2%	-9%	11%	-9%	-13%	-18	8%
CCn1c(SCC(=O)N2CCN(c3cccc(Cl)c3)CC2)nc2ccccc2c1=O	-12%	-8%	-8%	-7%	-4%	-4%	u	6%[46.1 µM]	-28	x
Cc1ccc(CSCC(=O)N(C)CC(=O)Nc2ccccc2C(F)(F)F)cc1	x	-21%	1%	-4%	x	x	0%	x	-11	3%
COc1cccc(Cn2nnc(C(=O)NCc3ccc(F)cc3)c2N)c1	1%	-10%	0%	0%	4%	-6%	-1%	4%	-5	3%
O=C(O)COCC(=O)N1CCc2c([nH]c3ccccc23)C1C(F)(F)F (configuration not stated)	u	0%	1%	-4%	-27%	15%	19%	-3%	13	12%
O=C(NNC(=S)NC1CCCCC1)c1ccc2c(c1)OCO2	-11%	-44%	0%	3%	0%	4%	-3%	1%[46.1 µM]	10	0%
C[C@@H]1O[C@@H](O[C@H]2[C@H](Oc3cc(O)c4c(c3)O[C@H](c3ccc(O)cc3)CC4=O)O[C@H](CO)[C@@H](O)[C@@H]2O)[C@H](O)[C@H](O)[C@H]1O	-20%[24.8 µM]	x	5%	0%	2%	-1%	-5%	57%	-5	-5%
CN(CCOC(=O)/C=C/c1ccccc1)C(C)(C)C	-26%	-18%	1%	0%	0%	10%	2%	-3%[46.1 µM]	18	0%
COc1ccc(-n2ncc3c2CC(C)(C)CC3NC(=O)Cc2nonc2C)cc1 (configuration not stated)	x	-12%	-4%	-2%	1%	0%	5%	-3%	-7	3%
O=C(NNC1=NS(=O)(=O)c2ccccc21)C1CC(=O)N(c2ccccc2)C1 (configuration not stated)	-8%	11%	4%	-2%	-6%	-3%	12%	-4%	17	10%
O=C1CCC/C1=C/Nc1cccc(F)c1	x	7%	-2%	0%	15%	2%	-3%	-11%	6	1%
CC(=O)Nc1ccc(S(=O)(=O)N2CCSC2c2ccccc2)cc1 (configuration not stated)	3%	-2%	-4%	-7%	-5%	7%	1%	11%	7	-5%
Cc1cc(C)nc(N/N=C/c2ccc([N+](=O)[O-])o2)n1	3%	-51%[inhibitor]	-7%	-1%	u	20%	-24%	-1%	-9	-18%
CCOc1ccc(N2CC(C(=O)Nc3cccc(S(=O)(=O)N4CCCC4)c3)CC2=O)cc1 (configuration not stated)	x	29%	-12%	-7%	x	x	-8%	-5%	-13	-9%
C/C(=N\S(=O)(=O)c1ccc(C)cc1)NC(=S)Nc1ccccc1	0%	26%	-4%	72%[activator]	-3%	0%	-11%	9%	-4	1%
Cc1ccc(C)c(C(=O)CSc2n[nH]c(C(C)C)n2)c1	5%	22%	4%	-4%	1%	-1%	0%	6%	-4	0%
CCc1ccc(OCC(=O)NC(NC(=S)Nc2ccccc2OC)C(Cl)(Cl)Cl)cc1 (configuration not stated)	u	-18%	1%	-1%	-4%	5%	-5%	-3%[46.1 µM]	-7	-1%
Cc1cccc(-n2c3nc(=O)[nH]c(=O)c-3cc3cc([N+](=O)[O-])ccc32)c1	19%	-33%	21%	0%	u	3%	-4%	-1%[46.1 µM]	-1	-1%
Cc1ccc2nc(SCC(=O)c3ccc4c(c3)NC(=O)CO4)[nH]c2c1	7%	-19%	-2%	2%	40%[activator]	0%	-3%	x	3	-1%
Cc1ccccc1N(C(=O)CCC(=O)Nc1ccccn1)C(C(=O)NC(C)C)c1ccc(F)cc1 (configuration not stated)	-10%	-58%[inhibitor]	1%	-2%	-4%	0%	-1%	-1%	-4	0%
O=C(COc1ncnc2sccc12)Nc1cccc(S(=O)(=O)N2CCCC2)c1	x	u	8%	-9%	7%	12%	4%	-1%	7	0%
COc1ccc(N2C(=O)C(Cc3ccccc3)NC2=S)cc1 (configuration not stated)	-8%	x	2%	3%	1%	-6%	0%	4%	18	-12%
Cc1nc2ccccn2c1C(=O)N/N=C/c1ccccc1[N+](=O)[O-]	-14%	15%	3%	-8%	u	-4%	-2%	7%	28	12%
CC1(C)CCC(NC(=O)[C@@H](N)CCC(=O)O)CC1	-2%	x	x	x	x	-1%	-5%	x	-14	x
CCCOc1c(OC)cccc1C1CC(=O)Nc2cc3c(cc21)OCO3 (configuration not stated)	3%	-17%	0%	-7%	u	-10%	9%	-22%	-2	2%
CCOC(=O)C1=C(C)OC(N)=C(C#N)C1c1cc(F)ccc1F (configuration not stated)	2%	-1%	-4%	-7%	10%	-6%	-3%	-19%	-12	x
N#Cc1cnn2c(-c3ccc(Cl)cc3Cl)ccnc12	-17%	-3%	13%	0%	12%	-2%	1%	1%	7	5%
Cc1[nH]c2ccccc2c1C(=O)CN1CCN(C2CCCCC2)CC1	8%	x	x	x	-3%	10%	-1%	x	10	-6%
CCN(CC)C(=O)[C@H]1CC(CC(=O)NCCCN(C)C)C(=O)N2CCc3c([nH]c4ccccc34)[C@]12C (some centres not stated)	x	-1%	3%	-3%	x	x	x	3%	-4	14%
COc1ccc(CN2CCOCCOCCOCC2)cc1	x	4%	1%	0%	2%	-2%	1%	-4%	2	11%
Cc1ccc(C(=O)O/N=C2\CCCc3ccccc32)cc1	u	-15%	-2%	1%	-4%	0%	-1%	1%	-12	6%
Cc1ccccc1CN1CCC(N2CCC(C(=O)NCC3CCCO3)CC2)CC1 (configuration not stated)	-7%	-34%	-1%	0%	-9%	5%	1%	2%	-4	9%
CO/C([O-])=N/c1c[n+](-c2ccc(C)cc2)no1	-3%	19%	1%	-2%	u	0%	-9%	6%	-2	-2%
COC(=O)Cn1c(=O)c2c(nc(Br)n2Cc2ccccc2Cl)n(C)c1=O	u	-45%	-2%	-9%	6%	1%	-9%	-1%	0	5%
Cc1occc1C(=O)Nc1ccc2c(c1)CCC2	18%	-9%	0%	-5%	3%	-2%	11%	3%	-8	1%
C/C(=N\Nc1cc(N2CCOCC2)ncn1)c1ccc(O)cc1	13%	-20%	0%	-7%	-6%	-9%	-1%	x	-10	-13%
Cc1cccc(OCC(=O)N(Cc2cccs2)C2CCS(=O)(=O)C2)c1 (configuration not stated)	11%	-4%	0%	3%	-4%	9%	1%	2%	19	3%
COC(=O)C=C1CCC2C3CCC4=CC(=O)CCC4(C)C3C(=O)CC12C (configuration not stated)	x	-41%	1%	-6%	x	x	x	13%	x	x
COc1ccc(NC(=O)CCc2nc(-c3ccccc3F)no2)cc1	1%	5%	2%	-1%	-2%	-1%	1%	3%	-3	6%
CC(=O)Nc1cccc(/C(C)=N/NC(=O)c2cccc(S(=O)(=O)N3CCOCC3)c2)c1	-16%	7%	2%	4%	0%	-14%	-1%	x	-2	18%
O=C(Nc1ccccc1)C1=C(c2ccccc2)S(=O)(=O)CCS1(=O)=O	29%	-65%[inhibitor]	1%	-7%	-3%	u	-4%	x	u	-16%
Clc1ccccc1CSc1nnc(-c2cccnc2)n1Cc1ccco1	0%	6%	-1%	-2%	-12%	1%	23%	5%	26	12%
CCCCSc1nc2ccccc2n1CC(=O)O	2%	12%	3%	-6%	-7%	6%	1%	-1%[46.1 µM]	-9	x
CCOC(=O)C1CCN(C(=S)Nc2ccccc2)CC1	-12%	13%	-1%	-8%	3%	5%	-4%	-4%	15	4%
O=C(c1ccc([N+](=O)[O-])cc1)N1CCSC1c1ccccc1Cl (configuration not stated)	4%	u	2%	-3%	u	2%	15%	-8%	-6	-2%

Assay outcomes as filed in PubChem BioAssay.

Not all compounds are listed (hit frequency here may not be typical).
